Screens deposited in PubChem by Sanford-Burnham Center for Chemical Genomics.
XBP1 UPR activ – activators of adaptive XBP1 UPR arm, primary screen, cell-based, CHO-XBP1 luciferase reporter, luminescence, uHTS. IRE1-XBP1 UPR activation; percent of tunicamycin response, DMSO as zero. AID 463104, 2010. activation, % at 20 µM. 330,000 compounds, 0.33% hits;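 active = versus positive control, 20 µM dose yields 30% or more activation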;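 also: 100% = tunicamycin at 10 µg/mL and 0% = DMSO only wells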
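Material: IRE1-XBP1 luciferase reporter CHO line / Quantity: one thousand reporter cells per well / Buffer or medium: F12 with 10% serum / Compound: 20 µM single concentration, DMSO 1% / Times: 6 h treatment, 37 °C / Detection: Steady-Glo luciferase glow luminescence, 10 min after reagent addition / Benchmarks: tunicamycin high, DMSO low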
697 NFkB inh – inhibitors of PMA/ionomycin-induced NF-kB reporter, 697 cells, primary screen, B-cell NF-kB inhibitor project, cell-based, luminescence, uHTS | 697 B-cell NF-kB luciferase reporter, 16 h | inhibition, % at 4 µM | 330,000 compounds, 0.33% hits; in the data active = inhibition above about 35%
APJ antagonist – antagonists of human apelin receptor APJ, primary screen, CHO-K1 cells, beta-arrestin complementation, luminescence; P35414; inhibition, % at 20 µM; 330,000 compounds, 0.32% hits; AID 2521, 2010;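 active = inhibition above about 40% at 20 µM, limit read from the data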;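 also: cells challenged with 10 nM apelin-13 agonist together with compound; plate controls were apelin-13 plus DMSO wells for no effect and DMSO wells lacking apelin-13 for full effect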
Target sequence (P35414 whole entry, looked up): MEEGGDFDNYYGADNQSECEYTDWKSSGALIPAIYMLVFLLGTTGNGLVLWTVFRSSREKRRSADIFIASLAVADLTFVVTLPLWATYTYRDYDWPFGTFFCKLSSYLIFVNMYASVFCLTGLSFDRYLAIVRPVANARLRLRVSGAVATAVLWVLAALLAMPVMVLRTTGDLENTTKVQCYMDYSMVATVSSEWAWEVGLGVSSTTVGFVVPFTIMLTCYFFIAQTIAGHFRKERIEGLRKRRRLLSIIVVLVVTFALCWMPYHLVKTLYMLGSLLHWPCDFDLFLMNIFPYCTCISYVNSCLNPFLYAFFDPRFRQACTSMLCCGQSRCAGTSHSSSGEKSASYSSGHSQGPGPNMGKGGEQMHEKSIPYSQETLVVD
CHOP UPR activ – activators of apoptotic CHOP UPR arm, primary screen, cell-based, CHO-CHOP luciferase reporter, luminescence, uHTS. UPR activation; percent of tunicamycin response over DMSO baseline. activation, % at 10 µM. 330,000 compounds, 0.34% hits. AID 449763, 2010;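 active = at 10 µM dose, activation of 40% or more, normalized to positive control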;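 also: 100% = tunicamycin at 10 µg/mL and 0% = DMSO alone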
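Evaluation: % reporter activation, DMSO baseline versus tunicamycin full activation; System: CHO-CHOP luciferase reporter cell line; Input: 500 cells/well; Incubation: 6 h compound treatment, 37 °C; Measured by: Steady-Glo luciferase luminescence; Dosing: one dose, 10 µM in 0.5% DMSO; Buffer or medium: F12 medium, 10% FBS; Benchmarks: positive tunicamycin 10 µg/mL, negative DMSO alone.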
Mdm2-MdmX inh – inhibitors of human Mdm2-MdmX association, primary screen, cell-based, luminescence, split luciferase, SaOS-2, uHTS. 330,000 compounds, 3% hits. inhibition, % at 8 µM. SaOS-2 split-luciferase Mdm2/MdmX complementation. Protein Mdm4 (Homo sapiens) + E3 ubiquitin-protein ligase Mdm2 (Homo sapiens), …;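 active = inhibition of at least 50% at 8 µM in the primary screen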
Jurkat NFkB inh – inhibitors of induced NF-kB luciferase reporter, primary screen, TCR NF-kB activation inhibitor project, cell-based, luminescence, uHTS | Jurkat, PMA/ionomycin-induced NF-kB luciferase reporter | inhibition, % at 4 µM | 330,000 compounds, 0.53% hits; in the data active = inhibition above about 50%
APJ ag – agonists of human apelin receptor APJ, primary screen, CHO-K1 cells, PathHunter beta-arrestin, luminescence; activation, % at 20 µM; 0% DMSO wells, 100% apelin; AID 2520, 2010; 330,000 compounds, 0.11% hits;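 active = activation more than six SD over the plate average, tested at 20 µM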;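 also: 0% = DMSO alone and 100% = apelin-13 at 10 nM; some results filed as inactive read as strong as hits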
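assay system = CHO-K1 APJ beta-arrestin complementation cell line | input = cell density 1000 per well | dosing = compound 20 µM once, DMSO 1% | timing = compound 90 min 25 °C, reagent 1 h | measured by = luminescence from split beta-galactosidase complementation, Galacton Star/Emerald II substrate | read-out basis = APJ agonist activity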
tim23-1 inh – growth inhibitors of tim23-1 mutant yeast, primary screen, luminescence, uHTS; AID 463212, 2010; 330,000 compounds, 1.3% hits; inhibition, % at 20 µM; S. cerevisiae tim23-1 growth, BacTiter-Glo luminescence, 24 h;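 active = growth inhibition of the mutant yeast at or above 50%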;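 also: temperature-sensitive mutant grown at 25 °C; plate controls were DMSO-treated mutant yeast for no effect and medium wells lacking yeast for full effect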
Active calls of the source: *.

canonical_smiles	XBP1 UPR activ	697 NFkB inh	APJ antagonist	CHOP UPR activ	Mdm2-MdmX inh	Jurkat NFkB inh	APJ ag	tim23-1 inh
COc1cc(OC)cc(C(=O)N[C@H](C(=O)OCC(=O)c2ccc3c(c2)NC(=O)CO3)C(C)C)c1	0	2	0	-3.3	9	-1	7	24
Cc1ccc2nsnc2c1S(=O)(=O)Nc1ccccc1C(=O)O	2	6	1	0.3	-14	-9	-1	-4
O=C(Nc1ccc(F)cc1)Nc1sccc1-c1nc2ccccc2s1	7	-6	5	5.2	68*	-27	2	23
O=C(Nc1ccncc1)c1cn(-c2ccccc2)nc1-c1cccs1	3	-31	-40	7.3	-3	-11	23	17
O=S1(=O)N=C(N/N=C/c2ccco2)c2ccccc21	-2	-37	-19	-0.4	7	-16	0	21
O=[N+]([O-])c1ccc(/C=N/Nc2nc(N3CCOCC3)nc(N3CCOCC3)n2)cc1	1	22	-18	0.1	15	-14	-3	-1
OCC[C@@H]1C[C@@H](O)[C@H](O)[C@]2(CCc3ccccc3O2)O1	-3	16	1	1.9	15	6	-3	-8
Cc1ccc(S(=O)(=O)N(CC(=O)NCc2ccccc2Cl)C(=O)N2CCN(C)CC2)cc1	-3	14	24	2.5	6	14	-2	2
O=C(CCn1cncn1)N1CCCC(N2CCN(c3cccc(C(F)(F)F)c3)CC2)C1 (configuration not stated)	-2	-18	22	1.8	-8	-3	-1	-1
CCn1c(SCC(=O)c2ccccc2)nc2c(c1=O)SC(C)C2 (configuration not stated)	3	-25	22	-0.6	15	-17	-3	34
Nc1n[nH]c(N)c1N=Nc1ccc(Cl)cc1Cl	5	-21	10	1.6	19	-9	-1	40
O=C(NC1=NCCS1)c1cc(-c2cccs2)nc2ccccc12	-3	-52	16	0.1	31	-21	-2	50*

Next part
canonical_smiles	XBP1 UPR activ	697 NFkB inh	APJ antagonist	CHOP UPR activ	Mdm2-MdmX inh	Jurkat NFkB inh	APJ ag	tim23-1 inh
NC(=O)CC(NC(=O)c1cccc(Br)c1)c1ccc(N2CCC(N3CCCCC3)CC2)c([N+](=O)[O-])c1 (configuration not stated)	-2	16	14	0.7	9	-12	-7	-6
Brc1ccc2ncnc(NCc3cccnc3)c2c1	-2	-10	22	0.0	73*	29	-3	6
CCc1nc2ccc(C(=O)N3CCN(c4ccccc4F)CC3)cc2nc1CC	0	-6	-3	0.0	19	4	1	28
CCOc1cc(C(=O)N/N=C(\C)Cc2ccc(OC)cc2)cc(OCC)c1OCC	-6	13	-14	-0.6	-29	-7	-1	17
CN(Cc1ccccc1)CC(O)COc1ccc(CNCc2ccc(Cl)s2)cc1 (configuration not stated)	1	-14	5	-0.1	25	-19	-2	-38
COc1ccc(S(=O)(=O)NCc2ccc(C(=O)N3CCc4ccccc4C3)cc2)cc1	-5	14	6	0.8	2	18	-2	17
O=C(COC(=O)c1ccco1)Nc1nnc(-c2ccccc2)o1	-3	-1	27	1.8	-2	-15	-2	-6
CC12CCC(=O)N1C(C(=O)OCC(=O)Nc1ccc(S(N)(=O)=O)cc1)CS2 (configuration not stated)	-1	5	-18	-0.9	-2	-4	0	14
COc1ccc(NC(=S)N2CCC(NC(=O)c3ccc(F)cc3)CC2)cc1	-2	7	7	0.5	15	8	3	3
COc1cc(C(=O)NC2Cc3ccccc3C2)ccc1OC1CCN(C(C)=O)CC1	-1	-14	4	1.0	-15	-6	8	4
COc1ccc(CNC(=O)CN(C(=O)CCC(=O)Nc2ccccn2)c2ccc(C)cc2)cc1	4	5	15	0.8	3	5	-5	12
Cc1ccc(Cl)cc1NC(=O)CCCN1C(=O)c2cccnc2C1=O	-1	-3	-18	0.5	-2	-10	-3	22

Carrying on:
canonical_smiles	XBP1 UPR activ	697 NFkB inh	APJ antagonist	CHOP UPR activ	Mdm2-MdmX inh	Jurkat NFkB inh	APJ ag	tim23-1 inh
Cc1nc2ccc(S(=O)(=O)NCC(=O)N3CCN(c4ccccc4)CC3)cc2s1	0	10	10	-1.7	14	2	-3	15
CCOC(=O)/C(C#N)=C\C1=C(N2CCOCC2)CC(C)(C)OC1	0	-4	11	-1.8	8	9	-3	0
COc1cc(/C=C/C(=O)OCC(=O)Nc2ccc3c(c2)OCO3)ccc1O	-1	-10	-10	-0.2	-18	9	-3	-4
O=C(N/N=C/c1cccc([N+](=O)[O-])c1)c1cc(-c2ccc3c(c2)OCO3)n[nH]1	5	-7	2	1.9	52*	-5	5	0
COc1ccc(C(=O)C2CCN(C(=S)NCCc3ccccc3)CC2)cc1	4	5	3	-1.6	0	6	1	-1
Cc1ccc(C)c(NC(=O)CSc2cccc3cccnc23)c1	0	-8	-17	1.2	5	1	-2	31
O=S(=O)(NCC1CCCO1)c1ccccc1F (configuration not stated)	-3	5	7	0.3	0	-26	-3	11
COc1cccc(/C=C/C(=O)NCc2cn3cc(Cl)ccc3n2)c1	0	-11	7	-0.6	6	4	-2	-7
COc1cc(Nc2ccccn2)cc(C(=O)Nc2cccc(C(F)(F)F)c2)c1	0	3	-15	-0.5	22	11	3	51*
COc1cccc(-n2c(=S)[nH]c3c(oc4ccccc43)c2=O)c1	4	8	22	2.5	-10	-22	-3	-2
O=C(CCl)N1CCN(S(=O)(=O)c2ccc3c(c2)CCC3)CC1	-8	38*	-3	-7.1	64*	4	6	29
COc1cc(C(=O)NNC(=S)NC(=O)c2ccc(F)cc2)cc(OC)c1OC	0	25	19	1.3	-5	10	-6	1

Whole records, looked up by structure:
`O=S(=O)(NCC1CCCO1)c1ccccc1F` (configuration not stated) reads XBP1 UPR activ = -3; 697 NFkB inh = 5; APJ antagonist = 7; CHOP UPR activ = 0.3; Mdm2-MdmX inh = 0; Jurkat NFkB inh = -26; APJ ag = -3; tim23-1 inh = 11
`CCOC(=O)/C(C#N)=C\C1=C(N2CCOCC2)CC(C)(C)OC1` reads XBP1 UPR activ = 0; 697 NFkB inh = -4; APJ antagonist = 11; CHOP UPR activ = -1.8; Mdm2-MdmX inh = 8; Jurkat NFkB inh = 9; APJ ag = -3; tim23-1 inh = 0
`COc1cccc(/C=C/C(=O)NCc2cn3cc(Cl)ccc3n2)c1` reads XBP1 UPR activ = 0; 697 NFkB inh = -11; APJ antagonist = 7; CHOP UPR activ = -0.6; Mdm2-MdmX inh = 6; Jurkat NFkB inh = 4; APJ ag = -2; tim23-1 inh = -7

Further records.
canonical_smiles	XBP1 UPR activ	697 NFkB inh	APJ antagonist	CHOP UPR activ	Mdm2-MdmX inh	Jurkat NFkB inh	APJ ag	tim23-1 inh
CCOc1ccc(N/C=C/C(=O)c2ccc(OC)cc2)c([N+](=O)[O-])c1	5	-80	21	3.9	-3	-69	-4	-18
Cn1cc(S(=O)(=O)N2CCN(c3ccc(F)cc3)CC2)c(=O)n(C)c1=O	-1	-29	-14	1.0	8	-11	-5	20
C=CCNC(=O)/C(=C\c1cccc([N+](=O)[O-])c1)NC(=O)c1ccccc1	2	14	26	-0.5	22	7	-3	2
COc1ccc(-n2c(C)nc3cc(C(=O)NCc4ccco4)ccc32)cc1	2	8	-2	2.1	17	-2	-1	27
Cn1c(=Nc2ccc(N3CCOCC3)cc2)ccc2ccccc21	0	5	-3	-3.7	13	-6	0	3
CC(=O)NC(=S)Nc1ccc(S(=O)(=O)Nc2nc(C)cc(C)n2)cc1	1	8	12	-1.0	-5	5	-1	19
CCCOc1cccc(C(=O)NC(=S)Nc2cccc(C(F)(F)F)c2)c1	-3	1	21	-1.4	12	8	-6	23
O=C(Nc1cc(Cl)ccc1N1CCOCC1)c1ccc(F)c(S(=O)(=O)N2CCOCC2)c1	2	11	-5	0.4	-19	3	-3	35
Cc1ccc(SCC(=O)c2c(C)[nH]c3ccccc23)cc1	1	-33	-10	5.3	-5	-20	1	10
Cc1cnc(C(=O)Nc2nnc(C)s2)cn1	0	-1	-9	3.2	21	-1	-2	-8
Cn1nc(N2CCN(S(=O)(=O)c3ccccc3)CC2)c(=O)n(C)c1=O	-2	11	4	1.0	-6	-2	0	14
O=C(c1cc(Cl)cc(Cl)c1)N1CCOCC1	0	18	-4	-0.7	18	1	-4	7

Going on with the list.
canonical_smiles	XBP1 UPR activ	697 NFkB inh	APJ antagonist	CHOP UPR activ	Mdm2-MdmX inh	Jurkat NFkB inh	APJ ag	tim23-1 inh
Cc1ccccc1C=Nc1ccccc1C(N)=O	1	2	-4	-0.6	42	54*	-3	9
Cc1ccc(C(=O)N2CC3(C(C)C)CN(C(=O)c4ccc(C)cc4)CC(C(C)C)(C2)C3=O)cc1	-4	5	10	0.4	-17	-17	-6	20
CCOC(=O)c1ccc(N/C=C2\CCCCC2=O)cc1	-3	-135	-8	-0.1	-135	-131	1	14
COc1ccc(C(=O)N=C2SC3CS(=O)(=O)CC3N2c2ccc(N(C)C)cc2)cc1OC (configuration not stated)	6	-4	14	3.0	-5	16	-3	-3
O=C(CN1C(=O)CSc2ccc(S(=O)(=O)N3CCCCC3)cc21)NCc1cccnc1	-1	0	11	-2.2	-1	2	-4	10
COc1ccc(C(C(=O)NC(C)(C)C)N(Cc2cccnc2)C(=O)CCC(=O)Nc2cc(C)on2)cc1 (configuration not stated)	-1	2	18	0.4	14	-1	-4	0
C=CCn1c(SCC(=O)NCc2ccc3c(c2)OCO3)nnc1C1CCCCC1	-5	1	-3	-0.9	-12	-3	-4	7
Cc1ccc(NCC(=O)N2CCN(S(=O)(=O)c3ccccc3)CC2)cc1F	2	10	-6	1.2	31	8	-5	4
COc1ccc(CC(=O)NNC(=O)c2cccs2)cc1OC	5	14	1	0.3	16	0	-1	1
COc1ccc(NS(=O)(=O)c2ccc(C)c(C(=O)N(C)CC(=O)Nc3cccc(OC)c3)c2)cc1	-3	2	2	-1.3	1	5	-3	5
COc1cc(=O)n2c(n1)SCCC2	-1	-4	7	-0.5	8	-2	0	-7
Nc1nonc1-c1nc2ccccc2n1CC(=O)N1CCCCC1	-1	-14	21	0.4	30	-3	-6	11

Of the compounds above, five contain a thiophene ring, fused or not.
canonical_smiles	XBP1 UPR activ	697 NFkB inh	APJ antagonist	CHOP UPR activ	Mdm2-MdmX inh	Jurkat NFkB inh	APJ ag	tim23-1 inh
O=C(Nc1ccc(F)cc1)Nc1sccc1-c1nc2ccccc2s1	7	-6	5	5.2	68*	-27	2	23
O=C(Nc1ccncc1)c1cn(-c2ccccc2)nc1-c1cccs1	3	-31	-40	7.3	-3	-11	23	17
O=C(NC1=NCCS1)c1cc(-c2cccs2)nc2ccccc12	-3	-52	16	0.1	31	-21	-2	50*
CN(Cc1ccccc1)CC(O)COc1ccc(CNCc2ccc(Cl)s2)cc1 (configuration not stated)	1	-14	5	-0.1	25	-19	-2	-38
COc1ccc(CC(=O)NNC(=O)c2cccs2)cc1OC	5	14	1	0.3	16	0	-1	1
